Screens as filed in PubChem.
IDE exosite FP = insulin-degrading enzyme (human) exo-site inhibition | P14735 | purified IDE, FL-6b probe fluorescence polarization; stronger effect = lower value | z-score at 20 µM | 6.3% of 17,000 active | AID 1259349;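 active = z-score of -3 or lower, meaning strong loss of probe binding signal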;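 also: His-tagged human IDE residues 42-1019 made in E. coli with 30 nM FL-6b probe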
Target sequence (P14735 42-1019 limits assumed): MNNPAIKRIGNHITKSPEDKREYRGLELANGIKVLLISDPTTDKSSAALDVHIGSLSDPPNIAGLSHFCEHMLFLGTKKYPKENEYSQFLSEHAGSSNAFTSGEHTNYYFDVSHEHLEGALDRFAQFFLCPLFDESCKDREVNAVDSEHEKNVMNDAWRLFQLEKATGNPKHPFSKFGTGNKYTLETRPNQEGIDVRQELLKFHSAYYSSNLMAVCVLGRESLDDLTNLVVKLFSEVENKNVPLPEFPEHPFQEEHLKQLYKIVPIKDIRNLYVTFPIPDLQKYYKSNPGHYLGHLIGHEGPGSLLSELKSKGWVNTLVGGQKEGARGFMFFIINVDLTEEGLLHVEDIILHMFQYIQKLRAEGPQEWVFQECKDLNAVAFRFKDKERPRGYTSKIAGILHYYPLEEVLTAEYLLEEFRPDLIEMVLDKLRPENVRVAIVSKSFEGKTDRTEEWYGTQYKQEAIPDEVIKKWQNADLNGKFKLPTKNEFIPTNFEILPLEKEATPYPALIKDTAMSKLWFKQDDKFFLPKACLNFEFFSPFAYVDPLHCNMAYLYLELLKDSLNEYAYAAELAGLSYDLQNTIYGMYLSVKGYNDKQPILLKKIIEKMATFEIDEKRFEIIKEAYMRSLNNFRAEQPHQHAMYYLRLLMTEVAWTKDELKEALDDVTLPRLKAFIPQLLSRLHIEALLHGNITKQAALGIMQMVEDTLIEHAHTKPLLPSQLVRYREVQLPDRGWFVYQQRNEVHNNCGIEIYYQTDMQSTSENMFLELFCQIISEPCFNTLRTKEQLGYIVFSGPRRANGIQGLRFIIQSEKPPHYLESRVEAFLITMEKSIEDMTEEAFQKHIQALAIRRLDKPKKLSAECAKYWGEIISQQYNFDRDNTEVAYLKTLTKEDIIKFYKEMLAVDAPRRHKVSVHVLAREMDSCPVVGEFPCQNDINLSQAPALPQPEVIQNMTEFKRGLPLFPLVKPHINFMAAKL
Starred values were filed as active, the others as inactive; & = joins results of further samples.

How did O=C(Nc1ccc(F)cc1)N1CCCCN2[C@@H](CO)[C@H](c3ccc(-c4ccncc4)cc3)[C@@H]2C1 do in these assays?
IDE exosite FP: 4.8

What do the screens show for `C[C@H](CO)N1C[C@H](C)[C@@H](CN(C)C(=O)CCC(F)(F)F)OCc2cn(nn2)CCCC1=O`?
IDE exosite FP: -2

What do the screens show for `CO[C@@H](CN(C)C(=O)c1ccc2c(c1)OCO2)[C@@H](C)CN([C@H](C)CO)S(=O)(=O)c1ccc(Cl)cc1`?
IDE exosite FP: -0.42

How did N#C[C@H]1[C@H](c2ccccc2)[C@@H](CO)N1S(=O)(=O)Cc1ccccc1 do in these assays?
IDE exosite FP: 2.5

How did CC(C)CC#Cc1ccc([C@@H]2[C@H]3CN(S(C)(=O)=O)CC(=O)N3[C@H]2CO)cc1 do in these assays?
IDE exosite FP: 1.6

Results for CN(C)CC#Cc1ccc([C@H]2[C@H](CO)N3CCCCN(S(=O)(=O)c4ccccc4)C[C@@H]23)cc1 ?
IDE exosite FP: -0.67

What do the screens show for `O=C(CN1CCOCC1)N1CCCCN2[C@@H](CO)[C@H](c3ccc(-c4ccccc4)cc3)[C@@H]2C1`?
IDE exosite FP: -0.93

How did CC(C)NC(=O)N1[C@H](CO)[C@H](c2ccccc2)[C@@H]1CNCc1ccccc1 do in these assays?
IDE exosite FP: 3.1

What do the screens show for `C/C=C/c1ccc(C2[C@H]3CNC[C@@H]2N3C(=O)Nc2cc(F)ccc2F)cc1` (some centres not stated)?
IDE exosite FP: 0.53&4.8

What do the screens show for `COc1ccc(S(=O)(=O)N2C[C@H](O)COC[C@@H]3O[C@H](CC(=O)N[C@H]4CCN(Cc5ccccc5)C4)CC[C@H]32)cc1`?
IDE exosite FP: -0.35

What do the screens show for `Cc1ccc(-c2ccc([C@@H]3[C@@H](CO)N4CCCCN(Cc5cncnc5)C[C@@H]34)cc2)cc1`?
IDE exosite FP: -0.54

What do the screens show for `O=C(NCC[C@H]1CC[C@H](NS(=O)(=O)c2ccc(F)cc2)[C@@H](CO)O1)c1ccc2c(c1)OCO2`?
IDE exosite FP: 1.7

How did O=C(C[C@@H]1CC[C@H](NC(=O)c2ccc3c(c2)OCO3)[C@@H](CO)O1)NCc1ccc(Oc2ccccc2)cc1 do in these assays?
IDE exosite FP: 2.9

What do the screens show for `COc1ccc(C[C@H]2CCn3cc(nn3)COCCCNC2=O)cc1`?
IDE exosite FP: 0.76

Results for O=C(Nc1ccccc1F)N1CCCCN2[C@H](CO)[C@H](c3ccc(C#Cc4cccnc4)cc3)[C@@H]2C1 ?
IDE exosite FP: -6.8*

How did CO[C@H](CN(C)C(=O)c1cnccn1)[C@@H](C)CN([C@H](C)CO)S(=O)(=O)c1ccccc1 do in these assays?
IDE exosite FP: 1.1

What do the screens show for `CNC[C@@H]1Oc2cc(C#Cc3ccccc3OC)ccc2S(=O)(=O)N([C@@H](C)CO)C[C@H]1C`?
IDE exosite FP: -0.4

What do the screens show for `COc1ccccc1NC(=O)N1CC(=O)N2[C@@H](CO)[C@H](c3ccc(C#Cc4ccccc4)cc3)[C@@H]2C1`?
IDE exosite FP: -2

Results for C[C@@H]1CN([C@@H](C)CO)C(=O)c2cccc(NC(=O)Nc3ccc(C(F)(F)F)cc3)c2O[C@H]1CN(C)S(=O)(=O)c1cn(C)cn1 ?
IDE exosite FP: 1.4

Results for CN(C)C(=O)c1ccc(-c2ccc([C@@H]3[C@H](CO)N4CCCCN(Cc5cccnc5)C[C@@H]34)cc2)cc1 ?
IDE exosite FP: 1.5

What do the screens show for `CC(C)(O)C#Cc1ccc([C@@H]2[C@H](CO)N3CCCCN(C(=O)c4cccnc4)C[C@@H]23)cc1`?
IDE exosite FP: 0.94

How did CC(C)CC#Cc1ccc([C@@H]2[C@H](CO)N3C(=O)CN(C(=O)NC4CCCCC4)C[C@@H]23)cc1 do in these assays?
IDE exosite FP: 1.4

How did CC(=O)N(C)C[C@H]1[C@H](c2ccccc2)[C@@H](CO)N1C(=O)C1CC1 do in these assays?
IDE exosite FP: 1.5

Results for CCC(=O)N1[C@H](C#N)[C@H](c2ccccc2-c2ccccc2)[C@@H]1CO ?
IDE exosite FP: 0.86

9 successive compounds out of the list so far, quoted:
How did O=C(C[C@@H]1CC[C@H](NC(=O)c2ccc3c(c2)OCO3)[C@@H](CO)O1)NCc1ccc(Oc2ccccc2)cc1 do in these assays?
IDE exosite FP: 2.9

What do the screens show for `COc1ccc(C[C@H]2CCn3cc(nn3)COCCCNC2=O)cc1`?
IDE exosite FP: 0.76

Results for O=C(Nc1ccccc1F)N1CCCCN2[C@H](CO)[C@H](c3ccc(C#Cc4cccnc4)cc3)[C@@H]2C1 ?
IDE exosite FP: -6.8*

How did CO[C@H](CN(C)C(=O)c1cnccn1)[C@@H](C)CN([C@H](C)CO)S(=O)(=O)c1ccccc1 do in these assays?
IDE exosite FP: 1.1

What do the screens show for `CNC[C@@H]1Oc2cc(C#Cc3ccccc3OC)ccc2S(=O)(=O)N([C@@H](C)CO)C[C@H]1C`?
IDE exosite FP: -0.4

What do the screens show for `COc1ccccc1NC(=O)N1CC(=O)N2[C@@H](CO)[C@H](c3ccc(C#Cc4ccccc4)cc3)[C@@H]2C1`?
IDE exosite FP: -2

Results for C[C@@H]1CN([C@@H](C)CO)C(=O)c2cccc(NC(=O)Nc3ccc(C(F)(F)F)cc3)c2O[C@H]1CN(C)S(=O)(=O)c1cn(C)cn1 ?
IDE exosite FP: 1.4

Results for CN(C)C(=O)c1ccc(-c2ccc([C@@H]3[C@H](CO)N4CCCCN(Cc5cccnc5)C[C@@H]34)cc2)cc1 ?
IDE exosite FP: 1.5

What do the screens show for `CC(C)(O)C#Cc1ccc([C@@H]2[C@H](CO)N3CCCCN(C(=O)c4cccnc4)C[C@@H]23)cc1`?
IDE exosite FP: 0.94

Remaining list, next part:
How did C[C@@H]1CN([C@H](C)CO)C(=O)c2cc(NC(=O)Cn3cnnn3)ccc2O[C@H]1CN(C)Cc1ccc(C(=O)Nc2ccccc2N)cc1 do in these assays?
IDE exosite FP: 0.16

How did Cc1ccccc1S(=O)(=O)N1CCCCN2[C@H](C1)[C@@H](c1ccc(-c3cncnc3)cc1)[C@@H]2CO do in these assays?
IDE exosite FP: 4.9

What do the screens show for `O=S(=O)(c1cccs1)N1CCCCN2[C@H](CO)[C@H](c3ccc(-c4ccccc4)cc3)[C@H]2C1`?
IDE exosite FP: 1.6

What do the screens show for `C[C@@H]1CCCCO[C@@H](CN(C)C(=O)Cc2ccccc2)[C@@H](C)CN([C@H](C)CO)C(=O)c2cc(NS(C)(=O)=O)ccc2O1`?
IDE exosite FP: 0.67

What do the screens show for `N#C[C@@H]1N[C@@H](CO)[C@@H]1c1ccc(C#CC2CCCC2)cc1`?
IDE exosite FP: 3.8

How did CS(=O)(=O)N1[C@H](CO)[C@@H](c2ccc(C#Cc3cccc(F)c3)cc2)[C@@H]1C#N do in these assays?
IDE exosite FP: -0.91

How did COC(=O)C[C@H]1CC[C@H]2[C@@H](COC[C@@H](O)CN2S(=O)(=O)c2cn(C)cn2)O1 do in these assays?
IDE exosite FP: 0.88

Results for CO[C@H]1CN(C)C(=O)c2cc(NC(=O)Nc3c(C)noc3C)ccc2OC[C@@H](C)NC[C@@H]1C ?
IDE exosite FP: -0.39

Results for COc1ccc2c3c(n(C)c2c1)[C@H](CO)N(Cc1cccc(Cl)c1)CC31CCN(C(=O)C2CC2)CC1 ?
IDE exosite FP: -1.6

Results for C[C@@H]1CN([C@@H](C)CO)C(=O)c2ccccc2-c2ccccc2CO[C@H]1CN(C)C(=O)c1cc(Cl)cc(Cl)c1 ?
IDE exosite FP: -0.42

What do the screens show for `C[C@@H]1CN([C@H](C)CO)C(=O)CCCn2nncc2CO[C@H]1CN(C)C(=O)Nc1ccnc(N2CCOCC2)c1`?
IDE exosite FP: -0.19

How did CCCN1C[C@@H](C)[C@H](OC)CN(C)C(=O)c2cc(NC(=O)Nc3cccc(F)c3)ccc2OC[C@@H]1C do in these assays?
IDE exosite FP: 1.5

How did C/C=C/c1ccc([C@H]2[C@@H](CO)N(CC3CCCC3)C23CN(S(=O)(=O)CC)C3)cc1 do in these assays?
IDE exosite FP: -0.21

Results for COc1cccc(-c2ccc([C@H]3[C@@H](CO)N4C(=O)CN(C(=O)C5CCCCC5)C[C@@H]34)cc2)c1 ?
IDE exosite FP: -6.3*

What do the screens show for `O=C(c1cnccn1)N1CC(=O)N2[C@@H](CO)[C@H](c3ccc(C#CC4CC4)cc3)[C@@H]2C1`?
IDE exosite FP: 0.4

Results for CO[C@@H]1CN(C)C(=O)c2cc(NC(C)=O)ccc2OC[C@H](C)N(Cc2ccncc2)C[C@@H]1C ?
IDE exosite FP: -0.14

How did O=C(Nc1ccc(C(F)(F)F)cc1)N[C@H]1C=C[C@H](CC(=O)N2CCCCC2)O[C@@H]1CO do in these assays?
IDE exosite FP: 0.52

What do the screens show for `COCC(=O)N1CC(=O)N2[C@@H](CO)[C@H](c3ccc(C#Cc4cccnc4)cc3)[C@@H]2C1`?
IDE exosite FP: 1.1

What do the screens show for `COc1ccc(S(=O)(=O)Nc2ccc3c(c2)CC(=O)N([C@H](C)CO)C[C@H](C)[C@@H](CN(C)C(=O)Nc2c(C)noc2C)O3)cc1`?
IDE exosite FP: 1.2

How did CC(C)C#Cc1ccc([C@H]2[C@@H](CO)N(C(=O)C3CCOCC3)[C@H]2C#N)cc1 do in these assays?
IDE exosite FP: 1.1

How did CCC(=O)N1[C@@H](CO)[C@@H](c2ccccc2)C12CN(C(=O)CN1CCOCC1)C2 do in these assays?
IDE exosite FP: 0.9

How did Cc1noc(C)c1S(=O)(=O)N(C)C[C@H]1OCc2cnnn2CCCC(=O)N([C@H](C)CO)C[C@H]1C do in these assays?
IDE exosite FP: -1.2

How did C[C@H]1CC=CC[C@@H](c2ccc3c(c2)OCO3)NC(=O)[C@H](C)N(C)C(=O)c2ccccc2O1 (mixture of isomers) do in these assays?
IDE exosite FP: -0.39

How did C[C@@H]1CN([C@H](C)CO)C(=O)c2ccccc2-c2ccccc2CO[C@H]1CN(C)C(=O)Nc1ccnc(N2CCOCC2)c1 do in these assays?
IDE exosite FP: 0.43

Results for O=C(C[C@@H]1CC[C@H]2[C@@H](COC[C@H](O)CN2C(=O)c2ccccc2F)O1)NCc1ccc(Cl)c(Cl)c1 ?
IDE exosite FP: 0.25

Results for COCC(=O)N1CC2(CN(Cc3ccc(Cl)cc3)C2)c2c([nH]c3cc(OC)ccc23)[C@@H]1CO ?
IDE exosite FP: -1.2

How did N#C[C@@H]1[C@H](c2ccc(C3=CCCC3)cc2)[C@H](CO)N1C(=O)c1ccccn1 do in these assays?
IDE exosite FP: 0.84

How did O=C(Nc1ccccc1)N1CCCCN2[C@H](C1)[C@H](c1ccc(-c3ccccc3F)cc1)[C@@H]2CO do in these assays?
IDE exosite FP: 2.6

What do the screens show for `CC(C)C(=O)Nc1ccc2c(c1)C(=O)N(C)[C@@H]1CC[C@H](CC(=O)NCCc3ccccc3)O[C@@H]1CO2`?
IDE exosite FP: -0.77

What do the screens show for `O=S(=O)(c1ccccc1)N1CCCCN2[C@@H](CO)[C@@H](c3ccc(C#CC4CCCC4)cc3)[C@@H]2C1`?
IDE exosite FP: -0.34

How did COc1ccccc1NC(=O)N[C@@H]1CC[C@H](CCNS(=O)(=O)c2ccc(Cl)cc2)O[C@H]1CO do in these assays?
IDE exosite FP: 0.06

How did O=C(C[C@@H]1CC[C@@H]2NC[C@H](O)COC[C@H]2O1)NCCN1CCCCC1 do in these assays?
IDE exosite FP: -0.24

Results for CCCNC(=O)C[C@@H]1CC[C@H]2[C@@H](COC[C@H](O)CN2C(=O)Nc2ccc(Cl)c(Cl)c2)O1 ?
IDE exosite FP: -0.53

What do the screens show for `O=C(c1ccccn1)N1CC[C@@H]2[C@@H](CO)Nc3ccc(C#Cc4cccnc4)cc3[C@@H]21`?
IDE exosite FP: 3

How did CS(=O)(=O)N1CC(=O)N2[C@H](CO)[C@@H](c3ccc(Br)cc3)[C@@H]2C1 do in these assays?
IDE exosite FP: 0.83

What do the screens show for `CCN1[C@@H]2c3ccc(-c4ccccc4OC)c(=O)n3C[C@H]1[C@H](CO)[C@H]2C(=O)NCc1ccccn1`?
IDE exosite FP: 1.3

How did O=C(C[C@H]1CC[C@@H]2[C@H](COC[C@@H](O)CN2Cc2ccc3c(c2)OCO3)O1)N1CCCCC1 do in these assays?
IDE exosite FP: 0.095

Results for COc1cccc(C#Cc2ccc([C@H]3[C@@H](CO)N4C(=O)CN(C(=O)c5ccncc5)C[C@@H]34)cc2)c1 ?
IDE exosite FP: -7.3*

Results for O=C(C[C@H]1CC[C@H]2[C@@H](COC[C@@H](O)CN2Cc2ccc3c(c2)OCO3)O1)N1CCCCC1 ?
IDE exosite FP: -1.8

What do the screens show for `COc1cccc(S(=O)(=O)N2CCCCN3[C@H](CO)[C@@H](c4ccc(C#CC(C)C)cc4)[C@H]3C2)c1`?
IDE exosite FP: 1.8

Results for O=C(Cc1ccncc1)N1CC(=O)N2[C@H](CO)[C@H](c3ccc(C4=CCCC4)cc3)[C@@H]2C1 ?
IDE exosite FP: 4

How did CN(C)CC#Cc1ccc([C@H]2[C@H]3CN(C(=O)NC4CCCC4)CCCCN3[C@H]2CO)cc1 do in these assays?
IDE exosite FP: 2.7

What do the screens show for `CCCNC(=O)N1CCC2(CC1)CN(C(=O)CC1CC1)[C@@H](CO)c1c2c2ccc(OC)cc2n1C`?
IDE exosite FP: -1.1

How did CC(=O)N1CC2(C1)[C@@H](c1ccccc1)[C@H](CO)N2C(=O)Cc1ccccc1 do in these assays?
IDE exosite FP: 0.17

What do the screens show for `CO[C@H](CN(C)S(=O)(=O)c1cccc(Cl)c1)[C@@H](C)CN(C(=O)Nc1ccccc1F)[C@@H](C)CO`?
IDE exosite FP: -1.1

How did O=C(c1cccc(F)c1)N1CCCCN2[C@@H](CO)[C@H](c3ccc(-c4cncnc4)cc3)[C@@H]2C1 do in these assays?
IDE exosite FP: 1.9

Results for CN(C)C(=O)c1ccc(-c2ccc([C@H]3[C@@H](C#N)N(S(C)(=O)=O)[C@@H]3CO)cc2)cc1 ?
IDE exosite FP: 0.7

What do the screens show for `C[C@@H]1CN([C@H](C)CO)C(=O)c2cc(NC(=O)Nc3ccc4c(c3)OCO4)ccc2O[C@@H](C)CCCCO[C@@H]1CN(C)S(=O)(=O)c1ccccc1`?
IDE exosite FP: 0.53

Not all compounds are listed. The share of hits here may be higher or lower than overall.
